Compound activity from PubChem BioAssay.
LGR2 inh = inhibitors of bursicon-induced LGR2 CRE-luciferase signal, primary screen, cell-based, HEK293, CRE-luciferase reporter, bursicon stimulation | hit rate 0.35% among 380,000 | inhibition, % at 9.99 µM | Drosophila bursicon receptor LGR2 (rickets) | bursicon-stimulated, 4 h | AID 720647, 2013;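 active = drop in luminescence signal, shown as inhibition above about 50% in the replicate tests, limit read from the data, passing the limit was not always enough; inconclusive = probably only some replicates passing the limit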;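 also: agonist challenge used bursicon conditioned medium at about half maximal strength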
C2C12 statin = suppressors of statin myotoxicity in C2C12 myotubes, primary screen, cell-based, single point, plate reader; rescue of ATP level, % at 7.49 µM; hit rate 0.78% among 330,000; AID 602340, 2012; C2C12 myotubes + simvastatin, ATP luminescence, 48 h; scaled: DMSO 0, geranylgeraniol control 100;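 active = mean ATP rescue above about 67%, or every replicate alone reaching that limit, limit read from the data, passing the limit was not always enough; inconclusive = no clear call, values can overlap the other calls; inactive = mean under the limit and some replicate under it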;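 also: myotubes were challenged with 10 µM simvastatin during compound exposure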
FN deposit inh = inhibitors of fibronectin matrix deposition, primary screen, AH1F cells, Alexa488-fibronectin fluorescence, plate reader; AH1F fibroblasts, overnight; hit rate 0.086% among 350,000; inhibition, % at 12.6 µM; AID 743247, 2014;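 active = mean inhibition across replicates of 30% or more, regardless of how many single replicates reach that level; inconclusive = mean under 30% yet at least half of replicates reach 30%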;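 also: positive control wells lacked labelled fibronectin entirely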
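Material: AH1F fibroblast monolayer depositing Alexa488-labelled fibronectin into matrix / Amount: 10000 AH1F cells per well / Signal: fluorescence 485/525 nm / Medium: DMEM, 2% serum / Compound: single dose, pinned / Incubation: 1 h cell adhesion before compound, then overnight fibronectin incubation / Reagent: Alexa488-FN, 24 nM final / Read-out: inhibition of fibronectin deposition signal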
SIRT5 block = SIRT5 desuccinylase inhibitors, primary screen, biochemical, fluorescence imaging, single point, set 5. Purified SirT5, succinyl-peptide AMC, trypsin-coupled fluorescence. inhibition, % at 15 µM. NAD-dependent protein deacylase sirtuin-5, mitochondrial (Homo sapiens), Q9NXA8. hit rate 1.1% among 330,000; in the data active = inhibition above about 15%; inconclusive = no clear call, values can overlap the other calls
Target sequence (Q9NXA8 whole entry, looked up): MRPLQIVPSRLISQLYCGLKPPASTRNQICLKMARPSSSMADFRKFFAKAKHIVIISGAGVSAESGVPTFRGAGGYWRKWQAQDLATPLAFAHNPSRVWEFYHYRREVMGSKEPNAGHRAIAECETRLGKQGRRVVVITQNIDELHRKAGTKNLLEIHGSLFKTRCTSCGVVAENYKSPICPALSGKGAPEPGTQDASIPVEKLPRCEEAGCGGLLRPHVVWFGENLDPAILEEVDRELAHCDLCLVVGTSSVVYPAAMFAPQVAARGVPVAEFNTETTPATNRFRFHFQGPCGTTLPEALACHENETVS
S100A4 MyoIIA = inhibitors of S100A4-myosin IIA peptide binding, primary screen, biochemical, fluorescence polarization, TAMRA-MyoIIA peptide | Protein S100-A4 (Homo sapiens), P26447 | inhibition, % at 10.7 µM | hit rate 0.14% among 360,000;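 active = mean inhibition of at least 70% across replicates, with every replicate also reaching that level; inconclusive = mean inhibition reaches 70% but some replicates fall short; inactive = mean inhibition below 70%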
Target sequence (P26447 whole entry, looked up): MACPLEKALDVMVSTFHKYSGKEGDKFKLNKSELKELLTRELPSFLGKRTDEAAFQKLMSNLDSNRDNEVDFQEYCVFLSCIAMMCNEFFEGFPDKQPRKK
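Test system – S100A4 monomer (human) · Compound – single-point compound testing · Schedule – 5 min incubation before reading · Probe or stimulus – TAMRA-labelled myosin IIA heavy-chain peptide probe, 5 nM · Benchmarks – neutral control DMSO, positive control TFP · Medium – Calcium-containing HEPES buffer, pH 7.2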
CASP6 VEID inh = human caspase-6 inhibitors, primary screen, biochemical, VEID-R110 fluorescence, single point, set 2 | P55212 | purified caspase-6, Z-VEID-R110 cleavage fluorescence | inhibition, % at 12.5 µM | hit rate 0.53% among 350,000;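 active = mean inhibition across replicates at least about 35%, with every replicate also reaching that limit, limit read from the data; inconclusive = only one of the two criteria met; inactive = neither criterion met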;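 also: 0% = median of neutral control wells and 100% = no fluorescence left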
Target sequence (P55212 24-179 limits assumed): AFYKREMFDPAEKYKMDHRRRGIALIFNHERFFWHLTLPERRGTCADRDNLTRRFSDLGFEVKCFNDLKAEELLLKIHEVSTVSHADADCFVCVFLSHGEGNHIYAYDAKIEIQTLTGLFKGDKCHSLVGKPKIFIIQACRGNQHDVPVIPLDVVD
Target sequence (P55212 194-293 limits assumed): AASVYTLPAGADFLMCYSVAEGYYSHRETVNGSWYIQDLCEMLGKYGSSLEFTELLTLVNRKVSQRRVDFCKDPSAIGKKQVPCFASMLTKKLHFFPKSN
esBAF inh = Bmi1 luciferase reporter increase in mESCs, primary screen, esBAF inhibitor project, mouse ES cells, Bmi1 luciferase knock-in, single point. reporter increase, % at 12.5 µM. 24 h; 100% = twice the neutral-well signal. hit rate 2% among 350,000; in the data active = activation above about 40%; inconclusive = no clear call, values can overlap the other calls;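 also: 0% = median of the plate's neutral control wells and 100% = double that signal; a rise in the Bmi1 reporter signal indicates esBAF inhibition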
An asterisk follows results filed as active; u = inconclusive; x = not tested or not shown; & = joins results of further samples.

The line under a structure holds: LGR2 inh	C2C12 statin	FN deposit inh	SIRT5 block	S100A4 MyoIIA	CASP6 VEID inh	esBAF inh
O=C(Nc1ccccc1N1CCCCC1)c1ccc(F)c(S(=O)(=O)N2CCOCC2)c1
    -3	x	7	-2	-4	2	x
Cc1ccc(C(=O)N/C(=C\c2ccc(-c3ccccc3[N+](=O)[O-])o2)C(=O)NCCCN2CCOCC2)cc1
    12	0	-3	0	-4	8	7
Cc1nc2ccc(NC(=O)N(C)c3ccccc3)cc2s1
    6	x	4	-1	-2	0	x
O=C(CNC(=O)c1ccc(F)cc1)NCc1ccccn1
    -24	1	-3	-16	6	-28	2
O=C(N[C@H](Cc1ccccc1)C(=O)N1CCN(C(=O)N2CCCCC2)CC1)[C@H]1O[C@@H](n2ccc(=O)[nH]c2=O)[C@H](O)[C@@H]1O
    -19	x	10	-3	-3	-5	x
COc1ccccc1C(=O)Nc1ccc2c(c1)OC[C@H](C)NC[C@@H](C)[C@H](OC)CN(C)C2=O
    -16	-1	2	0	-3	0	7
CCCCNC(=O)c1nc(-c2cccc(C(F)(F)F)c2)oc1-c1ccc(OC(F)(F)F)cc1
    -1	x	3	0	-7	1	x
COc1ccc(NC(=O)C2(C)Cc3c(-c4cccc(NC(C)=O)c4)ccnc3O2)cc1 (configuration not stated)
    5	-57	-7	4	1	1	-1
O=C(Nc1cccc(NC(=O)c2cccnc2)c1)c1cccnc1
    8	8	x	x	6	1	3
Cc1ccc(C)c2nc3sc(C(=O)N4CCOCC4)c(N)c3cc12
    -135	x	5	-3	0	5	x
CC1(c2ccccc2)NC(=O)N(CC(=O)Nc2nc(-c3ccccn3)cs2)C1=O (configuration not stated)
    0	-6	8	-1	-10	3	-9
O=C(CCCn1c(=S)[nH]c2ccccc2c1=O)NCCSCc1ccccc1
    12	2	8	1	0	1	2
CCn1cc(C(=O)N(C)c2cc(C)ccc2OC)c2cc(OC)c(OC)cc2c1=O
    17	-7	1	-2	5	-1	-7
O=C(CCc1nc(-c2ccccc2)no1)NC1CCCCC1
    x	-4	2	x	x	x	7
NC(CC(=O)O)c1ccc(Br)cc1 (configuration not stated)
    -10	2	2	x	x	x	3
COc1ccc(C(=O)NCc2nnc(SCC(=O)N3CCCCC3)o2)cc1
    16	x	-1	-3	-21	0	x
O=C(c1ccc(F)cc1F)N1CCCc2ccccc21
    14	-2	26	-3	2	-1	-8
CCOC(=O)C1(C#N)C(=O)CSC1=Nc1ccccc1Cl (configuration not stated)
    -6	-3	-1	1	-63	-1	4
COCCOC(=O)C1=C(C)NC(=O)NC1c1cccc2ccccc12 (configuration not stated)
    13	-9	1	0	-3	0	-9
O=C1NC(Cc2ccc(O)cc2)c2nc3ccccc3c(=O)n2-c2cc(Cl)ccc21 (configuration not stated)
    x	x	1	x	31	-12	x
O=C(NCC[C@H]1CC[C@H](NC(=O)c2ccccc2F)[C@@H](CO)O1)c1cnccn1
    0	1	-12	2	-5	-1	-1
COc1ccccc1CNC(=O)CCc1cn(C)c2ccccc12
    -11	14	-2	-4	0	3	-4
O=C(CNC(=O)c1ccco1)N/N=C/c1cccs1
    -13	x	-6	-1	-1	13	x
CCN1C(=O)[C@@H]2[C@@H]3CN(S(=O)(=O)c4ccc(C)cc4)[C@@H](c4ccccc4F)[C@@H]3C(=O)C[C@@H]2C1=O
    7	1	8	-2	-11	-2	-3
O=C(O)c1ccccc1Nc1ccnc(Cl)n1
    0	-6	4	-1	8	-1	6
Cc1ccc(/C=N\Nc2cn[nH]c(=O)c2Cl)cc1
    22	49	7	x	x	x	53*
CC(C)C1N(S(=O)(=O)c2ccccc2)CCN1S(=O)(=O)c1ccccc1
    x	3	-4	x	x	x	-4
Cc1cccc(Nc2nnc(SCC(=O)NCc3cccs3)s2)c1
    -2	x	4	-1	5	2	x
COc1cc(CNCCSc2nnnn2C)cc(Br)c1OCc1ccccc1
    7	-11	4	-1	-3	-2	-10
COC(=O)c1ccc(C(=O)OC)c(NC(=O)CSCC(=O)O)c1
    8	-6	1	-2	-18	1	2
CC(=O)N/N=C(/C)c1ccc(NC(=O)c2csc(C)c2C)cc1
    -66	x	-3	-1	-1	0	x
CCCC#Cc1ccc2c(c1)O[C@@H](CN(C)C(=O)CC)[C@@H](C)CN([C@H](C)CO)S2(=O)=O
    1	-4	x	3	2	0	0
C[C@@H]1CN([C@H](C)CO)C(=O)c2cc(C3=CCCC3)cnc2O[C@H]1CN(C)Cc1cccc(F)c1
    -20	-26	x	4	18	-1	-5
N#C[C@H]1[C@@H](c2ccc(C#CC3CCCC3)cc2)[C@H](CO)N1C(=O)c1cccc(F)c1
    -10	x	-6	1	-2	-5	x
COc1ccc(CCNC(=O)C2CCN(C(=O)c3ccc(F)cc3)CC2)cc1OC
    -7	29	4	-3	1	-9	-1
Cc1cc(=O)[nH]c(SCC(=O)Nc2c(C)n(C)n(-c3ccccc3)c2=O)c1C#N
    10	5	-17	1	2	0	-4
C[C@H](CO)N1C[C@H](C)[C@@H](CN(C)C)Oc2ccc(NC(=O)C3CCCCC3)cc2C1=O
    -5	3	x	2	23	4	2
COc1ccc(NC(=O)N(C)C[C@H]2Oc3c(NS(=O)(=O)c4ccc(C)cc4)cccc3C(=O)N([C@@H](C)CO)C[C@H]2C)cc1
    32	x	16	3	-1	1	x
CCOC(=O)C1CCN(CC(C)(C)NS(=O)(=O)c2ccccc2)CC1
    -10	11	1	0	-6	0	-1
CN(C)c1ccc(/C=N/NC(=O)c2ccc3c(c2)OCCO3)cc1
    -27	-16	2	0	-21	-6	33
CCc1nc2ccc(C(=O)N3CCN(c4ccccc4)CC3)cn2c1N(CCC(C)C)CCN(C)C
    1	-3	12	x	-1	-8	-4
O=C(Nc1cc(Cl)cc(Cl)c1)N1CCCN(Cc2ccccc2)CC1
    x	-20	0	3	-3	-2	-11
Cc1cccc(-c2cc3nc4c(c(N5CCC6(CC5)OCCO6)n3n2)CCCC4)c1
    -1	-5	x	-4	1	14	78*
C[C@H](CO)N1C[C@H](C)[C@@H](CN(C)C(=O)c2cccnc2)Oc2ncc(Br)cc2C1=O
    3&19	-4	1	u	-2&-7&-1	-1&-3&0	2&5&1
CCOc1ccc(OCC(=O)OCC(=O)NNC(=O)c2ccc([N+](=O)[O-])cc2)cc1
    -20	18	0	-1	-2	6	-1
O=C(Nc1nnc(-c2ccc(F)cc2)s1)Nc1ccccc1F
    -3	x	13	-3	4	0	x
O=C(NCc1ccc(Cl)cc1)c1cccc(NC(=O)c2ccccc2)c1
    17	x	4	-9	-2	0	x
COc1ccc(NC(=O)Nc2ccc3c(c2)C(=O)N([C@H](C)CO)C[C@@H](C)[C@H](CN(C)C(=O)C2CCCCC2)OCCCC[C@H](C)O3)cc1
    16	15	x	4	-3	-2	2
CCc1cccc(C)c1NC(=O)CSc1nc2ccncc2[nH]1
    12	2	3	0	6	-8	-6
CCN1C(=O)N[C@@H](c2ccc(Br)cc2)C(C(=O)OC)=C1C
    -13	6	11	x	-2	5	5

Other records
The line under a structure holds: LGR2 inh	C2C12 statin	FN deposit inh	SIRT5 block	S100A4 MyoIIA	CASP6 VEID inh	esBAF inh
COc1ccc(CN(C#N)c2nc(C)cc(C)n2)cc1
    1	-4	-1	-3	-8	-3	14
COc1cc(NS(=O)(=O)c2cc3c(cc2C)NC(=O)CO3)cc(OC)c1
    5	9	6	1	-5	2	-3
O=C(C1CCOCC1)N1CC(=O)N2[C@H](CO)[C@H](c3ccc(C#Cc4cccc(F)c4)cc3)[C@@H]2C1
    2	x	x	-4	-21	0	x
O=C(C1CCOCC1)N1CC(=O)N2[C@H](CO)[C@@H](c3ccc(C#CC4CC4)cc3)[C@H]2C1
    11	x	-3	1	-8	3	x
Cc1ccc(S(=O)(=O)/N=C(/Nc2cccc(O)c2)c2ccccc2)cc1
    14	16	-7	-9	-3	2	11
CO[C@H]1CC[C@@H]2CCN(C)C(=O)CC3(CCCCC3)CN(C)C(=O)c3cccc(C#N)c3OC[C@H]1O2
    x	-3	x	-1	6	-1	-6
CCN(CC)c1ccc(NC(=O)C2CC(=O)N(Cc3ccccc3)C2)cc1 (configuration not stated)
    11	x	x	-1	3	1	x
Cc1noc(C)c1NC(=O)Nc1ccc2c(c1)C(=O)N([C@@H](C)CO)C[C@@H](C)[C@@H](CN(C)CC1CCCCC1)OCCCC[C@@H](C)O2
    -17	x	x	-1	4	-1	-2
COCCN1C(=O)c2ccccc2C1c1nnnn1C(C)C (configuration not stated)
    -1	x	-3	0	2	-2	x
COc1ccc(NS(=O)(=O)c2ccc(N/N=C/c3ccc(N4CCOCC4)cc3)c([N+](=O)[O-])c2)cc1
    -4	2	8	2	-2	-4	2

Continued; the last 2 above are carried over.
The line under a structure holds: LGR2 inh	C2C12 statin	FN deposit inh	SIRT5 block	S100A4 MyoIIA	CASP6 VEID inh	esBAF inh
COCCN1C(=O)c2ccccc2C1c1nnnn1C(C)C (configuration not stated)
    -1	x	-3	0	2	-2	x
COc1ccc(NS(=O)(=O)c2ccc(N/N=C/c3ccc(N4CCOCC4)cc3)c([N+](=O)[O-])c2)cc1
    -4	2	8	2	-2	-4	2
COc1ccccc1C(=O)OCc1cc(=O)n2ccsc2n1
    x	2	-8	x	-5	5	x
Nc1[nH]n(-c2ccccc2)c(=O)c1N=Nc1ccc2c(c1)OCCO2
    36	-3	x	-1	0	1	-7
CNC[C@H]1Oc2ccc(NC(=O)Nc3ccccc3)cc2C(=O)N([C@H](C)CO)C[C@@H]1C
    -18	-9	-4	1	-51	1	-4
O=C(CCNC(=O)c1ccc(Br)cc1)NNC(=O)c1ccccc1
    -12	-2	10	-4	-7	-4	0
COc1ccc(NC(=O)CSc2nnc(C)n2C2CC2)cc1S(=O)(=O)N1CCOCC1
    1	10	10	1	-4	-2	-2
Cc1c(CCC(=O)N[C@@H](CCCNC(N)=O)C(=O)O)c(=O)oc2cc3oc4c(c3cc12)CCCC4
    -24	x	-4	2	-1	4	x
CN(CC(=O)Nc1ccc(F)cc1)C(=O)c1cc(-c2ccco2)nc2ccccc12
    -4	-1	-5	-12	-4	12	x
COCC(=O)N(C)C[C@@H]1Oc2cc(C#C[C@H](C)O)ccc2S(=O)(=O)N([C@@H](C)CO)C[C@@H]1C
    -13	13	-1	-6	2	1	-2
Cn1c(=O)n(CC(N)=O)c(=O)c2c1nc1n2CCCN1Cc1ccccc1
    -8	3	0	1	-2	-1	2
Cc1nnsc1-c1nnc(SCC(=O)c2ccccc2)n1C1CC1
    -1	-1	-9	0	-2	1	4
COc1ccc(NC(=O)N2CCCC(C(=O)Nc3ccccc3OC)C2)cc1 (configuration not stated)
    8	10	-12	-1	-2	-1	-4
C[C@H]1CCCCO[C@@H](CN(C)Cc2ccc3c(c2)OCO3)[C@@H](C)CN([C@@H](C)CO)C(=O)c2cc(NS(=O)(=O)c3ccc(F)cc3)ccc2O1
    3	x	-9	-2	7	0	4
Cc1cccc(OCCCn2c(=O)oc3ccc(C)cc32)c1
    3	x	-2	-3	0	3	x

This is a subset; count on the stated rates, not on these rows.
